ABCB6 inh MLPCN: ABCB6 transporter inhibitors, primary screen, K562-ABCB6 cells, flow cytometry, MLPCN library | AID 602162, 2011 | hit rate 0.19% among 360,000 | fluorescence ratio to DMSO, % at 10 µM | ATP-binding cassette sub-family B member 6 (Homo sapiens), Q9NP58 | K562-ABCB6 porphyrin accumulation, 1 h; stronger effect = lower value;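 active = fluorescence ratio to DMSO below 75%, the collection mean minus 3 SD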;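 note: signal is porphyrin accumulated inside mitochondria; 100% equals median channel fluorescence of DMSO control wells; lower ratio means ABCB6 inhibition with less porphyrin fluorescence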
HTR2A ag: mouse Htr2a agonists via beta-arrestin recruitment, primary screen, cell-based, luminescence; activation, % at 7.6 µM; 5-hydroxytryptamine receptor 2A (Mus musculus), P35363; hit rate 0.66% among 360,000; CHO-K1 mHTR2A beta-arrestin complementation; percent of 30 µM serotonin response;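 active = activation above a run cutoff, the mean activation of all tested compounds plus 3 SD, cut at about 14% in these data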;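 note: 0% = plate median of compound wells and 100% = 30 µM serotonin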
Target sequence (P35363 whole entry, looked up): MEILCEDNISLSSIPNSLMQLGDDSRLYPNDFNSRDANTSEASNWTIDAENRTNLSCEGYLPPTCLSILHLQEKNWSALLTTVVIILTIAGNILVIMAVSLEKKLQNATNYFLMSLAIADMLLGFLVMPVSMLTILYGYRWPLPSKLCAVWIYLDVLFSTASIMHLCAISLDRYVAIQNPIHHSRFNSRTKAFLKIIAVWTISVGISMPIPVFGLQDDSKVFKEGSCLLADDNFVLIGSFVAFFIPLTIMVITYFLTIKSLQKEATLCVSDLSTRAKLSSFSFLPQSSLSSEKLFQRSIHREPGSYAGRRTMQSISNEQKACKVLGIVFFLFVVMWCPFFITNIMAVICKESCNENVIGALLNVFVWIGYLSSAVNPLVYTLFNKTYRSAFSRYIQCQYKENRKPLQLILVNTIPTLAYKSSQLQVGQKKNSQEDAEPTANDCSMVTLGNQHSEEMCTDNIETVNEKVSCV
Granule exo inh: LAMP-1 surface exposure blockers, TALL-104 cells – cell-based, flow cytometry, MLPCN library, primary screen. hit rate 0.66% among 360,000. inhibition, % at 10 µM. AID 651702, 2012. TALL-104 LAMP-1 surface exposure; cells stimulated with thapsigargin and PMA;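 active = inhibition above about 55%, limit read from the data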
CaV13 FRET inh: Primary screen for inhibitors of IQ motif and Ca2+-dependent inactivation inhibitor domain binding in CACNA1D, Förster resonance energy transfer in living cells, …. HEK cells, CFP/YFP FRET ICDI-IQ, plate reader, 10 min; percent FRET-ratio fall versus neutral wells. inhibition, % at 12.3 µM. hit rate 0.098% among 340,000. AID 743397;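 active = mean replicate inhibition of at least 30% and at least 1% of replicates passing that level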;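 note: 0% = median of the neutral control wells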
PDI inh: inhibitors of human PDI, primary screen, biochemical, turbidity, single point, plate reader | Protein disulfide-isomerase (Homo sapiens), P07237 | PDI insulin aggregation turbidity, A650, 90 min | inhibition, % at 10 µM | hit rate 0.052% among 350,000 | AID 588391, 2011;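 active = mean inhibition across replicates of 30% or more, whatever share of single replicates reach that level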;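 note: absorbance from insulin aggregation driven by PDI reduction with DTT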
Cardio protect: cardioprotection against H2O2-induced cell death, primary screen, uHTS, H9c2 cells, ATPLite luminescence. H9c2 cardiomyocytes, H2O2 injury protection, 2 h. protection from H2O2 cell death, % at 20 µM. hit rate 0.63% among 360,000;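 active = compounds giving at least 50% protection of heart cells from peroxide-induced death in the single-dose screen, raw or plate-pattern-corrected value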;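 note: 0% = DMSO wells with peroxide and 100% = DMSO wells without peroxide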
MC4R antag cAMP: MC4R antagonists of cAMP signaling, primary screen, cell-based, TR-FRET, antagonist arm of biased-ligand search; MC4R-expressing cells, MTII-stimulated cAMP, LANCE TR-FRET; inhibition, % at 6.5 µM; hit rate 0.48% among 360,000; AID 540295, 2011;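 active = inhibition above its plate's cutoff, the mean of tested wells on that plate plus 3 SD, cut at about 29% in these data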;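 note: 0% = Melanotan II alone and 100% = Melanotan II plus saturating MCL0020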
Target sequence (P32245 whole entry, looked up): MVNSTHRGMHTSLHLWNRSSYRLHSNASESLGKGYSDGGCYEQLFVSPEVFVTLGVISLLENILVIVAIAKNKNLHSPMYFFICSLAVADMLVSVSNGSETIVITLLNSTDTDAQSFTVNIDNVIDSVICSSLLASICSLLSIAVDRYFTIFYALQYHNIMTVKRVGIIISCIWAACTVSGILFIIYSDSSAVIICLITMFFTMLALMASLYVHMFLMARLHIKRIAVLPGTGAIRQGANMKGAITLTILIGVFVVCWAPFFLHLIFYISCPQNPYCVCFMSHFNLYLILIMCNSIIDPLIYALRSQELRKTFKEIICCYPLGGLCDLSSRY
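Material – human MC4R-expressing U2OS cells · Repeats – no replicates · Detection – TR-FRET with Eu-cAMP and labeled anti-cAMP, 671 nm · Times – compound 30 min, challenge 1 h, detection 1 h · Compound – single nominal compound dose of 6.5 µM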
N-glyco inh: increase of ERlucT glycosylation luciferase signal, primary screen, N-linked glycosylation inhibitor project, D54 ERlucT cells, luminescence, set 2; D54 ERlucT glycosylation luciferase reporter, 24 h; percent of 100 nM tunicamycin response; reporter increase, % at 12.5 µM; hit rate 0.23% among 360,000; AID 588692, 2011;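 active = mean luciferase reporter signal, scaled so untreated is 0 and the glycosylation-blocking control 100, at or above a set limit in every replicate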;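 note: luciferase carries N-glycosylation sites so blocking glycosylation raises the light; 0% = median of neutral control wells and 100% = median of 100 nM tunicamycin wells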
ABHD5 PLIN5 PPI: ABHD5-PLIN5 interaction inhibitors, primary screen, cell lysate, split luciferase complementation, luminescence; AID 602281, 2012; Perilipin-5 (Homo sapiens) + 1-acylglycerol-3-phosphate O-acyltransferase ABHD5 (Homo …; Split G. princeps luciferase complementation, 4 h; inhibition, % at 4 µM; hit rate 0.78% among 360,000;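 active = inhibition above the mean inhibition across every tested compound plus 3 SD, cut at about 22% in these data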;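 note: 0% = DMSO only wells and the 100% control is not disclosed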
MC4R barr agon: MC4R agonists recruiting beta-arrestin, primary screen, cell-based, luminescence, agonist arm of biased-ligand search | Melanocortin receptor 4 (Homo sapiens), P32245 | U2OS MC4R beta-arrestin complementation; percent of melanotan II response, DMSO zero | activation, % at 8.9 µM | hit rate 0.98% among 360,000;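 active = activation above a per-plate cutoff, the mean activation of sample wells on that plate plus 3 SD, cut at about 8% in these data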
An asterisk follows results filed as active; / = no result given.

SMILES,ABHD5 PLIN5 PPI,ABCB6 inh MLPCN,Cardio protect,MC4R antag cAMP,HTR2A ag,CaV13 FRET inh,N-glyco inh,MC4R barr agon,PDI inh,Granule exo inh
CC1(C)Nc2ccccc2C(=O)N1NS(=O)(=O)c1ccccc1,0,100,5,10,0,-18,2,0.4,7,-3
O=C(O)C1CCCCC1C(=O)Nc1nc(-c2ccc(Cl)s2)cs1 (centres undefined),-3,105,-1,7,-1,-6,1,0.1,14,0
O=C1NCCN(Cc2c(F)cccc2Cl)C1CC(=O)N1CCCCO1 (centres undefined),9,95,0,2,3,-5,0,1.3,-2,-8
Cc1cc(=O)nc2c3ccccc3n(CC(=O)NCCCN3CCOCC3)n12,2,100,1,24,0,/,1,-0.8,3,-2
Cc1ccc(N2CCN(C(C(=O)Nc3c(C)cccc3C)c3cc4ccccc4o3)CC2)cc1 (centres undefined),-8,/,/,/,0,-4,/,/,/,-2
COc1ccc(C(=O)N2CCC(C)(C(=O)NS(=O)(=O)C3CC3)C2)c(OC)c1 (centres undefined),-5,98,4,3,2,-12,2,-1.6,-1,-6
CC(C)=C1C(=O)NN(c2cccc(Cl)c2)C1=O,-3,108,8,3,-2,-5,0,-1.2,2,6
COC(=O)CCN(c1ccccc1)S(=O)(=O)c1cc(-c2cc(C)no2)ccc1C,1,100,-1,0,-4,-4,-1,-2.6,6,5
Cc1ccc(F)cc1S(=O)(=O)NCc1ccc(N2CCN(C)CC2)cc1,2,104,8,2,-6,-5,3,1.1,-1,8
O=C(C1=C[C@@H](c2ccccc2)C[C@@H](OCCCCO)O1)N1CCOCC1,2,98,10,1,-1,-4,2,-0.8,5,-2
CCCc1cc(=O)oc2c(CN(CC)CC)c(O)c(Cl)cc12,5,99,4,16,-1,-5,2,0.9,9,0
COc1cc(NS(=O)(=O)c2ccc(NC(=O)COc3ccccc3C)cc2)nc(OC)n1,-14,96,0,-2,0,/,1,-0.3,-1,-1
COC(=O)Cc1nnc(NC(=O)c2ccccc2)s1,3,98,9,8,-3,-3,1,-2.3,-8,1
O=C(c1ccc(CSc2ccccc2)cc1)N1CCN(c2ccccc2)CC1,3,97,-3,4,-3,-5,-1,2.1,-3,2
Clc1ccc(OCc2cn3cccnc3n2)c2ncccc12,4,90,-6,3,7,/,0,-0.9,-8,0
CCN(C(=O)C(C)OC(=O)C1C(C(=O)OC)=C(C)NC(C)=C1C(=O)OC)c1ccccc1 (centres undefined),4,95,-2,-3,3,-4,0,-1.3,22,-4
Cc1ccc(Nc2nnc(SCC(=O)NCC3CCCO3)s2)cc1C (centres undefined),2,91,-18,-4,2,-6,-3,-2.4,-5,1
O=C(CCN1C(=O)C2C3C=CC(C4CC34)C2C1=O)Oc1ccc(Br)cc1 (centres undefined),6,97,12,12,0,-4,0,3.5,-1,3
Cc1cc(NS(=O)(=O)c2ccc(CC(C)C)cc2)no1,-8,100,-5,0,5,-8,2,-0.4,-5,0
Cc1ccc(S(=O)(=O)N2CCCCCC2)cc1[N+](=O)[O-],-2,98,-4,12,1,-15,1,0.1,9,-5
CC1(C)Cc2c(sc3ncnc(NN)c23)CO1,-5,104,16,-2,-1,-1,1,-1.4,-4,25
O=CN1CCN(C(=O)CC(c2ccccc2)c2cc(Br)ccc2O)CC1 (centres undefined),6,96,0,0,2,-20,-1,-0.9,7,6
COC(=O)c1ccc2c(=O)n(C3CCCCC3)c(SCC#N)nc2c1,-1,93,4,27,3,-4,-1,0.6,-6,1
CC(C)(C)C1=Nn2c(nnc2-c2ccco2)SC1,4,102,2,-3,-4,-4,1,-0.4,14,0
CC1CN(C(=S)Nc2ccccc2C(F)(F)F)CC(C)O1 (centres undefined),-8,94,-1,-2,-2,-5,1,-1.3,4,3

Reprinted from the part before: 2 compounds; new compounds follow.
SMILES,ABHD5 PLIN5 PPI,ABCB6 inh MLPCN,Cardio protect,MC4R antag cAMP,HTR2A ag,CaV13 FRET inh,N-glyco inh,MC4R barr agon,PDI inh,Granule exo inh
CC(C)(C)C1=Nn2c(nnc2-c2ccco2)SC1,4,102,2,-3,-4,-4,1,-0.4,14,0
CC1CN(C(=S)Nc2ccccc2C(F)(F)F)CC(C)O1 (centres undefined),-8,94,-1,-2,-2,-5,1,-1.3,4,3
Cc1cccc(-c2nc(C#N)c(N3CCCCC3)o2)c1,4,109,-8,-2,-10,-6,0,2.5,14,-9
CC(SCC(=O)O)c1nc2ccccc2[nH]1 (centres undefined),2,97,0,17,-6,-6,1,-0.6,4,15
COC(=O)c1cc(C(=O)CC(C)C)c[nH]1,-6,96,-3,7,1,-2,-2,-1.7,-4,-1
O=c1c2ccccc2nc(COc2ccccc2)n1/N=C/c1c[nH]c2ccccc12,10,97,35,9,2,-5,-2,1.1,-4,5
Cc1ccc(NC(=O)COC(=O)CCc2ccc(S(=O)(=O)N3CCOCC3)cc2)cc1F,2,97,-4,0,2,4,2,-1.6,8,0
CCOc1ccc(S(=O)(=O)NCCc2ccccn2)cc1,-9,121,-5,-3,0,-6,1,-0.6,0,-2
CCOC(=O)Cn1nnnc1CN(Cc1ccc(OC)cc1)Cc1cc2cc(CC)ccc2[nH]c1=O,-11,98,28,5,-4,-8,3,-1.1,12,-4
N#Cc1c(N2CCOCC2)nc(-c2ccco2)c2c1CCCC2,23*,95,20,18,-6,-5,2,0.2,14,2
COc1ccc(CCn2c(N3CCN(C)CC3)nc3c2c(=O)[nH]c(=O)n3C)cc1,-3,94,0,16,1,/,-1,2.0,-5,-1
c1cc(SC2CCCCC2)cc(-c2nc3cnccn3c2NC2CCCCC2)c1,-18,109,-12,10,-2,-31,-10,-0.3,6,-1
CCOc1ccc(/C=C(\C(=O)O)c2ccc(S(=O)(=O)N3CCOCC3)s2)cc1OC,6,89,2,-2,5,-3,-1,-2.8,-18,15
CC(C)C[C@@H](CNCC(=O)[C@H](Cc1c[nH]c2ccccc12)NC(=O)c1[nH]cnc1C(=O)N[C@H](CN)CC(C)C)NC(=O)c1nc[nH]c1C(=O)N[C@@H](CC(=O)O)C(=O)O,7,97,3,-3,0,-3,1,0.5,-2,-3
CCn1nc(C)cc1C(=O)N1CCCC(Nc2ccc(C(C)C)cc2)C1 (centres undefined),-4,96,-5,-3,-4,-3,2,-3.4,-2,-14
CCCCCCCC[n+]1cccc(C(=O)N2c3c(nc(N)[nH]c3=O)NC(C)C2C)c1 (centres undefined),2,97,-5,-3,1,-6,1,-2.5,3,1
COCc1[nH]nc2c1C1(C(=O)N(C)c3ccccc31)C(C#N)=C(N)O2 (centres undefined),-1,95,1,6,-3,-4,2,-2.1,7,-1
COc1ccc(OC)c(NC(=O)c2cnn(-c3ccccc3Cl)c2NC(=O)c2ccco2)c1,2,102,6,5,2,-4,1,-0.6,18,1
OCCN(CCO)c1ncnc2c1sc1nc(N3CCOCC3)c3c(c12)CCCC3,7,100,40,-33,1,-4,2,-1.0,6,13
CCOC(=O)c1c(S(=O)(=O)N2CCN(Cc3ccccc3)CC2)c(C)n(C)c1C,0,99,1,3,4,-5,-1,-0.6,1,0
O=C(CSCCN1C(=O)c2ccccc2C1=O)Nc1ccc2ccccc2c1,8,95,-12,9,-1,-8,2,2.6,0,1
COC(=O)C1CCN(C(=O)CSc2nc3nc(C)cc(C)n3n2)CC1,13,104,2,13,-1,-6,0,-2.0,9,-4
COCCN1CCN(C(=O)C2CCC(=O)N(CCCc3ccccc3)C2)CC1 (centres undefined),8,94,0,0,-2,-2,4,-2.9,3,2
O=C(/C=C/c1cccc([N+](=O)[O-])c1)Nc1ccc(Cl)cn1,0,89,16,5,0,-5,1,0.1,-9,-1
CCOC(=O)C1CCN(c2ccc([N+](=O)[O-])cc2S(=O)(=O)N2CCOCC2)CC1,2,97,0,13,-8,-4,-2,-1.7,-7,8
c1ccc(N2CCN(C3CC4CCC3C4)CC2)cc1 (centres undefined),-5,96,-3,5,-3,-20,-1,0.1,-2,2
CCOCCCNC(=O)CS(=O)(=O)Cc1nc(-c2cccc(OC)c2)oc1C,-12,102,0,12,1,-7,3,3.2,3,1
Cn1c(C(=O)O)c(CC(=O)N2CCC(Cc3ccccc3)CC2)c2ccccc21,5,98,3,10,4,-5,-2,-1.1,2,-2
Cc1nn(Cc2ccc([N+](=O)[O-])cc2)c(=O)n1-c1cccc(Cl)c1,11,98,-4,1,5,3,1,1.7,0,-5
C[n+]1cccc2cccc([O-])c21,-25,98,-2,-6,-1,-8,2,-1.8,1,-15
O=C(Cn1nnc(-c2ccccc2)n1)c1ccccc1,6,100,4,17,-2,-10,1,-1.6,-8,0
COc1c2ccoc2nc2c(OC)c(OCC(O)C(C)(C)O)ccc12 (centres undefined),0,102,-6,2,2,/,0,-1.5,-1,-3
COc1cccc(-n2c(=O)c3c(C)c(C(=O)N(C)C)sc3n(CC(=O)NCCc3ccc(OC)c(OC)c3)c2=O)c1,0,99,-1,7,8,7,0,-0.5,1,3
CC1CCN(C(=O)C2CCC(CNc3c(N4CCCCC4)c(=O)c3=O)CC2)CC1 (centres undefined),1,99,-8,17,4,7,1,0.1,0,-2
CC(C)C1CC(=O)NC(SCC(=O)Nc2ccc(Br)cc2)=C1C#N (centres undefined),-5,96,-26,9,-2,-2,-5,1.1,21,-1
COc1ccc(-c2oc(=O)c3cc(OC)c(OC)cc3c2C#C[C@]2(O)CC[C@H]3[C@@H]4CCc5cc(OC)ccc5[C@H]4CC[C@@]32C)cc1,-4,99,4,-2,10,-10,2,-0.2,2,-13
Cc1ccc2[nH]c3c(c2c1)CCC3=O,1,96,3,17,2,/,2,1.3,-3,1
CC(C)(C)c1cc(C(c2cccnc2)N2CCN(CCO)CC2)cc(C(C)(C)C)c1O (centres undefined),21,97,-18,29*,4,-8,-2,-2.6,1,45
Cc1cc(C)n(-c2ccc(C(=O)Oc3ccc4c(c3)OCO4)cc2)n1,1,102,-14,8,1,-3,-1,1.0,14,3

Assay outcomes (PubChem BioAssay)
